From PubChem BioAssay
hERG rescue: hERG rescue from dofetilide block, primary screen, cell-based, CHO-hERG, FluxOR thallium flux, dofetilide IC70 | 0.51% of 310,000 active | AID 1511, 2009 | activation (rescue from dofetilide block), less the hit threshold, % at 10 µM | dofetilide IC70 present | Voltage-gated inwardly rectifying potassium channel KCNH2 (Homo sapiens), Q12809;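 active means activation above the mean of controls blocked by dofetilide plus 5 SD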;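 further: thallium influx through hERG after potassium depolarization seen as dye fluorescence rise; in these data hits start at about 4.7%; inactives centre near -7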
RGS4 pot: RGS4 potentiators or activators, primary screen, cell-based, HEK293 M3R inducible RGS4, calcium flux. 0.92% of 310,000 active. AID 463111, 2010. carbachol calcium flux Fluo4; active compounds read low. B-score at 10 µM;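 active means B-score of the integrated calcium signal more than 4 SD below the library mean, with starting fluorescence not abnormally high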;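 further: negative B-score means reduced calcium response which marks RGS4 activation or potentiation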
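System: HEK293 FlpIn-TREx cells, stable M3R, doxycycline-inducible RGS4. Timing: overnight RGS4 induction, 30 min dye load 37 °C, 20 min compound RT. Also added: carbachol, ECmax concentration. Measured by: Fluo4 fluorescence kinetic imaging of calcium. Evaluation: integrated calcium ratio converted to B score.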
MrgX1 allo act: positive allosteric modulators of MrgX1, primary screen, HEK293 cells, Fluo-4 calcium flux. Mas-related G-protein coupled receptor member X1 (Homo sapiens), Q96LB2. FDSS; active compounds read high. B-score at 10 µM. 0.63% of 310,000 active. AID 588675, 2011;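 active means plate-corrected calcium response at least 3 library SD above typical, normal starting fluorescence, not activating the receptor alone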;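 further: compound read alongside a low EC10 to EC30 dose of BAM8-22 agonist; peak minus trough fluorescence over baseline measured at the second addition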
ANO1 activ: TMEM16A chloride channel activators or potentiators, primary screen, cell-based, HTS; Anoctamin-1 (Mus musculus), Q8BHY3; B-score at 10 µM; HEK293 TMEM16A/YFP-H148Q/I152L, iodide quench fluorescence; active compounds read low; 0.3% of 340,000 active;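 active means fluorescence-ratio B-score plate-corrected deviation score at least 3 library SD below zero, with starting fluorescence score within 5 deviations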;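 further: channel opened by trigger with iodide after compound preincubation; score built on the fluorescence ratio of max minus min over baseline; more negative score means more quench and so TMEM16A activation or potentiation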
KCNK3 inh: human KCNK3 channel inhibitors, primary screen, CHO cells, FluxOR thallium flux, B-score; Potassium channel subfamily K member 3 (Homo sapiens), O14649; FluxOR fluorescence; active compounds read low; B-score at 10 µM; 0.84% of 340,000 active;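 active means B-score under library mean minus 4 SD, starting fluorescence ratio at most library mean plus 5 SD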;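 further: more negative B-score means stronger inhibition of thallium flux through KCNK3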
Target sequence (O14649 whole entry, looked up): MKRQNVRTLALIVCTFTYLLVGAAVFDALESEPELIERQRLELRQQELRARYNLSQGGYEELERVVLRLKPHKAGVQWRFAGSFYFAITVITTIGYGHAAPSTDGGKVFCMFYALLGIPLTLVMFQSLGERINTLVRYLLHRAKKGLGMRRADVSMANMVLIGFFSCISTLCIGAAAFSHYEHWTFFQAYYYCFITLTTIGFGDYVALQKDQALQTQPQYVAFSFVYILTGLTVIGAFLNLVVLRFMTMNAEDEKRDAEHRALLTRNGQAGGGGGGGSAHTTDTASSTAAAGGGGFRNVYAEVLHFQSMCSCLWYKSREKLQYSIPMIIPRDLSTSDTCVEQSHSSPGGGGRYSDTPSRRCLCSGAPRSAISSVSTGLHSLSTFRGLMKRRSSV
KCNQ1 pot: potentiators or activators of KCNQ1 channel, primary screen, cell-based, thallium flux, high-throughput; 0.35% of 310,000 active; Potassium voltage-gated channel subfamily KQT member 1 (Homo sapiens), P51787; B-score at 10 µM; CHO-K1 KCNQ1, thallium flux FluxOR fluorescence; active compounds read high;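 active means fluorescence ratio B-score, a plate-corrected score, at least three library SD, with initial intensity B-score within 5 SD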
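System: Stable KCNQ1 CHO-K1 line | Incubation: 90 min dye loading and 20 min compound exposure, both at room temperature | Measure: Ratio B score | Medium: Assay buffer for compound exposure, DMSO matched across wells | Compound dosing: Single-concentration screen | Probe or stimulus: K+/Tl+ depolarizing stimulus | Measured by: Kinetic FluxOR fluorescence, 10 s baseline plus 110 s post-stimulus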
RGS4 block: RGS4 inhibitors, primary screen, cell-based, HEK293 M3R inducible RGS4, calcium flux. 0.45% of 310,000 active. B-score at 10 µM. Fluo-4 calcium flux; active compounds read high; triggered by carbachol at its EC20;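 active means B-score, a plate-corrected calcium signal, over three deviations above library mean, with baseline fluorescence within five deviations of library mean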;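 further: RGS4 expression induced by doxycycline in cells with stable M3 receptor; B-score is computed from the integrated fluorescence ratio over baseline after carbachol; higher B-score means a larger calcium signal and so more RGS4 inhibition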
Target sequence (P49798 whole entry, looked up): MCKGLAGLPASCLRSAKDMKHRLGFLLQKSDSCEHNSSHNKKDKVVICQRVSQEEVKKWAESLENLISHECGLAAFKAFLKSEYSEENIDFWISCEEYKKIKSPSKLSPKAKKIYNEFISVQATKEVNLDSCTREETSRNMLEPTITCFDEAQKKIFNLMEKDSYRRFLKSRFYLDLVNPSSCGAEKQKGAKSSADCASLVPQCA
KCNK9 block: KCNK9 potassium channel inhibitors, primary screen, HEK293 cells, thallium flux. Potassium channel subfamily K member 9 (Homo sapiens), Q9NPC2. FluxOR thallium flux fluorescence; active compounds read low. B-score at 10 µM. 1.2% of 310,000 active. AID 488922, 2010;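 active means ratio B-score over 3 SD below the library mean, with starting fluorescence within 5 SD of its mean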;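 further: negative B-score means less thallium flux so channel inhibition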
Target sequence (Q9NPC2 whole entry, looked up): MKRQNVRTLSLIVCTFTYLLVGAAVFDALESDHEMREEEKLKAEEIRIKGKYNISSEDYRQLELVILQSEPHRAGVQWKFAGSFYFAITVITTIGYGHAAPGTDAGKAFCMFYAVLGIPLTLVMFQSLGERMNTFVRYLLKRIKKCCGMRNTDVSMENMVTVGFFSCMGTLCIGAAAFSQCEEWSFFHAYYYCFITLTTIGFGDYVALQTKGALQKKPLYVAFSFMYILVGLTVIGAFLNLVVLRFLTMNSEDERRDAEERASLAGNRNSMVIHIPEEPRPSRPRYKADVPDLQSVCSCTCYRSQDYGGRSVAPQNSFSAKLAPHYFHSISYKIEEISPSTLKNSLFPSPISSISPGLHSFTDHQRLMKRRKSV
TMEM16A inh: TMEM16A chloride channel inhibitors, primary screen, cell-based, HTS | Anoctamin-1 (Mus musculus), Q8BHY3 | HEK293 TMEM16A/YFP iodide influx fluorescence, ionomycin | normalized B-score (activity score, 25-100; higher = stronger inhibition) at 10 µM | 1.2% of 310,000 active | AID 588511, 2011;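 active means ratio plate-corrected score three or more library SD toward inhibition, starting fluorescence score within five deviations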;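 further: score derived from kinetic fluorescence span divided by baseline fluorescence per well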
KCNQ1 inh: inhibitors of human KCNQ1 channel, primary screen, cell-based, thallium flux, high-throughput; Potassium voltage-gated channel subfamily KQT member 1 (Homo sapiens), P51787; 1.3% of 310,000 active; CHO-K1 KCNQ1, FluxOR thallium flux fluorescence; active compounds read high; B-score at 10 µM;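 active means compounds whose thallium flux B-score, printed positive for inhibition, exceeds three library SD while starting fluorescence stays within three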;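 further: channel opened by potassium depolarization with thallium stimulus after 20 min compound exposure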
MrgX1 ag: agonists of human MrgX1 receptor, primary screen, HEK293 cells, Fluo-4 calcium flux; Fluo-4 calcium fluorescence, agonist mode; active compounds read high; B-score at 10 µM; Mas-related G-protein coupled receptor member X1 (Homo sapiens), Q96LB2; 0.44% of 310,000 active;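 active means calcium response B-score plate-corrected fluorescence ratio at least 3 library SD, with starting fluorescence B-score inside 5 SD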
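times = overnight plating, then 30 min 37 °C plus 30 min room-temperature dye loading | assay system = stable human MrgX1 HEK293 cell line | input = fifteen thousand cells per well | signal = kinetic calcium dye fluorescence, Fluo-4 NW | dosing = compound delivered in addition one of three | read-out = B-scored fluorescence response ratio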
The depositor's hits bear a star; i = inactive; . = not tested or not shown.

SMILES	hERG rescue	RGS4 pot	MrgX1 allo act	ANO1 activ	KCNK3 inh	KCNQ1 pot	RGS4 block	KCNK9 block	TMEM16A inh	KCNQ1 inh	MrgX1 ag
Cc1cc2c3c(c1C)C1(C(=O)N3C(C)(C)CC2C)C(C#N)=C(N)Oc2n[nH]c(C)c21 (centres undefined)	-11.8	i	i	i	i	i	i	i	i	i	i
COc1ccc2[nH]c(CN3CCN(C(C)C)C(CCO)C3)c(C)c2c1 (centres undefined)	-2.4	i	i	i	i	i	i	i	i	i	i
c1csc(-c2ccc(N3CCOCC3)nn2)c1	-3.0	i	i	i	i	i	i	i	i	i	i
C/C(=N\N1C(=O)c2ccccc2NC1c1ccccc1)c1ccccc1O (centres undefined)	-8.3	i	i	i	i	i	i	i	i	i	i
CCc1cc2c(=O)c(-c3ccon3)c(N)oc2cc1OC	5.2*	i	i	i	i	i	i	i	i	i	i
Cc1cccc(N2CCN(C(=O)c3ccc4c(c3)CCN4S(C)(=O)=O)CC2)c1C	-8.2	i	i	i	i	i	i	i	i	i	i
Oc1ccccc1C1CC(c2cccs2)=NC(c2cccc(Br)c2)N1 (centres undefined)	-10.4	i	i	i	i	i	i	i	i	i	i
COc1ccc(N(CC(=O)NCc2ccccc2)S(=O)(=O)c2c(C)noc2C)cc1	-6.2	i	i	i	i	i	i	i	i	i	i
Cc1ccsc1C(=O)N(Cc1nnc(-c2ccccc2Cl)o1)C1CC1	-12.9	i	i	i	i	i	i	i	i	i	i
Cc1cc(NC(=O)COC(=O)c2n[nH]c3ccccc23)no1	-9.5	i	i	i	i	i	i	i	i	i	i
Cc1cc(C)c(S(=O)(=O)N2CCCC(C(=O)NCc3cccnc3)C2)c(C)c1 (centres undefined)	-6.3	i	i	i	i	i	i	i	i	i	i
O=c1c(-c2ccc(Cl)cc2)[n+]([O-])c2ccccc2n1OCc1ccccn1	-11.2	i	i	i	i	i	i	i	i	i	i
Cc1ccnc2nc(C(=O)OCCOc3ccc(Cl)cc3)nn12	-6.3	i	i	i	i	i	i	i	i	i	i
Cc1cccc(NC(=O)c2ccc([N+](=O)[O-])o2)n1	-16.8	i	i	i	i	i	i	i	i	i	i
Nc1nc(NCc2ccco2)nc(N2CCCCC2)c1[N+](=O)[O-]	-7.0	i	i	i	i	i	i	i	i	i	i
COc1ccc(S(=O)(=O)N2CCCCC2)cc1NC(=O)CCc1nc2ccccc2c(=O)[nH]1	-1.9	i	i	i	i	i	i	i	i	i	i
COc1ccc(-c2cc3nc4c(c(=O)n3[nH]2)CCC4)cc1	3.4	i	i	i	i	i	i	i	i	i	i
CCOC(=O)c1c(C)nc(-c2ccccc2)nc1NC(=O)CC	-14.3	i	i	i	i	i	i	i	i	i	i
C(/C=C/C=C/Nc1ccccc1)=Nc1ccccc1	-43.6	i	i	i	i	i	i	i	i	i	i
Cc1cc(C)cc(NC(=O)CSc2nnc(-c3cc(C)[nH]n3)n2N)c1	-3.4	i	i	i	i	i	i	i	i	i	i
Cn1c(SCc2cccc(Cl)c2)nc(C(F)(F)F)cc1=O	-8.5	i	i	i	i	i	i	i	i	i	i
NC(=S)NNc1cccc2cccnc12	-25.6	i	i	i	i	i	i	i	i	i	i
COc1ccc(-c2noc(CCC(=O)NCC3CCCO3)n2)cc1 (centres undefined)	-3.2	i	i	i	i	i	i	i	i	i	i
Cc1ccc(S(=O)(=O)NCCC(=O)OCc2ccc([N+](=O)[O-])cc2)cc1C	-10.1	i	i	i	i	i	i	i	i	i	i
CC(=O)OCC[n+]1c(C)n(-c2ccccc2)c2ccc(Cl)cc21	-2.7	i	i	i	i	i	i	i	i	i	i
O=C(c1ccco1)N1CCN(Cc2cc(=O)c(OCc3ccccc3Cl)co2)CC1	-12.0	i	i	i	i	i	i	i	i	i	i
Cc1cccc(C)c1NC(=O)Nc1ccccc1-n1ccnc1	-10.7	i	i	i	i	i	i	i	i	i	i
Cc1ccc(C2=NN(C3=NN=C(N)Cc4ncnn43)C(O)(C(F)(F)F)C2)cc1 (centres undefined)	-7.5	i	i	i	i	i	i	i	i	i	i
COC(=O)c1ccc(C)c(NS(=O)(=O)c2ccc(C)c([N+](=O)[O-])c2)c1	-5.9	i	i	i	i	i	i	i	i	i	i
CCOc1cc(/C=N/O)ccc1OCc1ccc(F)cc1	-4.1	i	i	i	i	i	i	i	i	i	i
N#Cc1nc(-c2cccs2)oc1NCCCN1CCOCC1	-0.8	i	i	i	i	i	i	i	i	i	i
O=C(CSc1nc2cc(C(F)(F)F)ccc2n1Cc1ccccc1)NC1CCS(=O)(=O)C1 (centres undefined)	-19.9	i	i	i	i	i	i	i	i	i	i
O=C(Nc1ccc2oc(-c3ccccc3F)nc2c1)c1ccco1	-11.1	i	i	i	i	i	i	i	i	i	i
CCOC(=O)C1(CC2CC2)CCN(Cc2cc(Cl)c(O)c(OC)c2)CC1	-5.8	i	i	i	i	i	i	i	i	i	i
Cc1ccc(NC(=O)CN2C(=O)NC3(CCCC3)C2=O)c(Cl)c1	-2.5	i	i	i	i	i	i	i	i	i	i
CN(Cc1cccc(F)c1)C(=O)c1ccccc1Sc1ccccc1C#N	-8.3	i	i	i	i	i	i	i	i	i	i
Cc1c(C)n2c(SCC(=O)N3CCN(c4ccccc4)CC3)nnc2[nH]c1=O	-10.4	i	i	i	i	i	i	i	i	i	i
CC1(C)CC(=O)C2=C(C1)OC(N)=C(C#N)C2c1ccccc1 (centres undefined)	-7.8	i	i	i	i	i	i	i	i	i	i
c1ccc(OCCCn2nnc(-c3ccncc3)n2)cc1	-9.0	i	i	i	i	i	i	i	i	i	i
CCn1c(N2CCN(S(=O)(=O)c3ccc(Cl)cc3)CC2)nc2ccccc21	5.8*	i	i	i	i	i	i	i	25*	i	i
O=C1CSC(c2ccncc2)N1Cc1ccc(F)cc1 (centres undefined)	-7.7	i	i	i	i	i	i	i	i	i	i
O=C(COC(=O)C1c2ccccc2Oc2ccccc21)Nc1ccc2c(c1)OCO2	-8.7	i	i	i	i	i	i	i	i	i	i
COC(=O)c1ccc(CSc2nnc(CNC(=O)c3ccc(OC)cc3)o2)o1	-4.8	i	i	i	i	i	i	i	i	i	i
Clc1ccc(-c2nc3ncccn3c2Cl)cc1	-1.1	i	i	i	i	i	i	i	i	i	i
CCCNC(=O)c1nnsc1Sc1ccc(Cl)cc1	0.8	i	i	i	i	i	i	i	i	i	i
CCOC(=O)c1c(N)sc(C(=O)Nc2ccccc2)c1C	-15.6	i	i	i	i	i	i	i	i	i	i
CC(=O)c1cccc(NC(=O)CCn2c(=S)oc3ccccc32)c1	1.2	i	i	i	i	i	i	i	i	i	i
COc1ccc(CC(=O)NC(=S)Nc2ccc(S(N)(=O)=O)cc2)cc1	-10.9	i	i	i	i	i	i	i	i	i	i
CN1CCN(c2ccc([N+](=O)[O-])cc2NC(=O)c2ccccc2)CC1	-12.8	i	i	i	i	i	i	i	i	i	i
CCc1ccc(Nc2n[n+](-c3ccccc3)c(-c3cccc(Cl)c3Cl)s2)cc1	.	.	i	i	i	.	.	.	i	.	i
Later entries
SMILES	hERG rescue	RGS4 pot	MrgX1 allo act	ANO1 activ	KCNK3 inh	KCNQ1 pot	RGS4 block	KCNK9 block	TMEM16A inh	KCNQ1 inh	MrgX1 ag
CCOc1ccc(C2NC(=O)CCC2[N+](=O)[O-])cc1 (centres undefined)	-3.8	i	i	i	i	i	i	i	i	i	i
CCOC(=O)c1sc(=S)n2c1[nH]c(=O)c1ccc(C(=O)OC)cc12	77.9*	i	i	i	i	59*	i	i	i	i	i
CC(=O)c1cccc(NC(=O)N[C@@H](CC(C)C)C(=O)O)c1	-10.0	i	i	i	i	i	i	i	i	i	i
CCN1CCN(/C=N/c2nc(C)cs2)CC1	-8.8	i	i	i	i	i	i	i	i	i	i
O=C(NNC(=O)c1ccc(Cl)cc1Cl)c1csc(-c2cccnc2)n1	-4.3	i	i	i	i	i	i	i	i	i	i
Cc1ccc(N=C(c2cccs2)N2CCOCC2)cc1	-14.5	i	i	i	i	i	i	i	i	i	i
COc1cc(-c2nc3cccc(C)n3c2NCC2CCCO2)ccc1O (centres undefined)	-39.3	i	i	i	i	i	i	i	i	i	i
O=Cc1ccc2ccc3cccnc3c2n1	-2.5	i	i	i	i	i	i	i	i	i	i
Cc1ccc(-c2nc3sc4c(c3c(=O)n2N)CC(C)(C)OC4)cc1	-11.4	i	i	i	i	i	i	i	i	i	i
COc1ccnc(CS(=O)c2nc3cc(OC(F)F)ccc3[nH]2)c1OC (centres undefined)	-6.5	i	i	.	.	i	i	i	i	i	i
N=C1/C(=C/c2cccn2-c2cccc([N+](=O)[O-])c2)C(=O)N=C2SC=CN12	-6.8	i	i	.	.	i	i	i	i	i	i
CCc1ccc(Nc2nc(C)cc(C)n2)cc1	-4.2	i	i	i	i	i	i	i	i	i	i
CO/N=C1\CCCc2c(C(=O)NN)sc(SC)c21	-7.4	i	i	i	i	i	i	i	i	i	i
CS(=O)(=O)N(CC(=O)NCc1ccco1)c1ccc(Cl)cc1Cl	-8.8	i	i	i	i	i	i	i	i	i	i
CC1CCN(Cc2ccc(-c3nnn(CC(=O)NC4CCCCC4)n3)cc2)CC1	-7.1	i	i	i	i	i	i	i	i	i	i
Cc1nc(SCC(=O)Nc2c(C)n(C)n(-c3ccccc3)c2=O)[nH]c(=O)c1Cc1ccccc1	-11.7	i	i	i	i	i	i	i	i	i	i
COc1cnn(-c2ccccc2)c(=O)c1SCc1ccc(Cl)c(Cl)c1	-11.8	i	i	i	i	i	i	i	i	i	i
